# Screens deposited in PubChem BioAssay by several laboratories.
# MC4R barr agon = activates human MC4R beta-arrestin recruitment. activation, % at 8.9 µM. P32245. 360,000 compounds, 0.98% hits. U2OS MC4R beta-arrestin complementation, luminescence; percent of melanotan II response, DMSO zero;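 active = activation above a per-plate cutoff, the mean activation of sample wells on that plate plus 3 SD, cut at about 8% in these data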
# TLR9-MyD88 block = blocks human TLR9 binding to MyD88. 340,000 compounds, 0.21% hits. inhibition, % at 4.98 µM. CHO BLA complementation TLR9-MyD88, CCF4 FRET ratio. Q9NR96+Q99836. AID 504734;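 active = inhibition above the mean over all tested compounds plus 3 SD, cut at about 21% in these data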;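 also: 0% = DMSO only wells and 100% = clavulanate BLA inhibitor control wells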
# Target sequence (Q99836 whole entry, looked up): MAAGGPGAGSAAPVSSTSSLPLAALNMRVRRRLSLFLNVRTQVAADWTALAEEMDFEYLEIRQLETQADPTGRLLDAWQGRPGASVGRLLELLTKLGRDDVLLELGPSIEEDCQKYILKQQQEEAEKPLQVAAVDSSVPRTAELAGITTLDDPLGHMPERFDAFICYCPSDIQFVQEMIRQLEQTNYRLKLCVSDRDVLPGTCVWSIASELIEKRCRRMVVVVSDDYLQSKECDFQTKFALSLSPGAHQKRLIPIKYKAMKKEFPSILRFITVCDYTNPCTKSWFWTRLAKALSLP
# Target sequence (Q9NR96 whole entry, looked up): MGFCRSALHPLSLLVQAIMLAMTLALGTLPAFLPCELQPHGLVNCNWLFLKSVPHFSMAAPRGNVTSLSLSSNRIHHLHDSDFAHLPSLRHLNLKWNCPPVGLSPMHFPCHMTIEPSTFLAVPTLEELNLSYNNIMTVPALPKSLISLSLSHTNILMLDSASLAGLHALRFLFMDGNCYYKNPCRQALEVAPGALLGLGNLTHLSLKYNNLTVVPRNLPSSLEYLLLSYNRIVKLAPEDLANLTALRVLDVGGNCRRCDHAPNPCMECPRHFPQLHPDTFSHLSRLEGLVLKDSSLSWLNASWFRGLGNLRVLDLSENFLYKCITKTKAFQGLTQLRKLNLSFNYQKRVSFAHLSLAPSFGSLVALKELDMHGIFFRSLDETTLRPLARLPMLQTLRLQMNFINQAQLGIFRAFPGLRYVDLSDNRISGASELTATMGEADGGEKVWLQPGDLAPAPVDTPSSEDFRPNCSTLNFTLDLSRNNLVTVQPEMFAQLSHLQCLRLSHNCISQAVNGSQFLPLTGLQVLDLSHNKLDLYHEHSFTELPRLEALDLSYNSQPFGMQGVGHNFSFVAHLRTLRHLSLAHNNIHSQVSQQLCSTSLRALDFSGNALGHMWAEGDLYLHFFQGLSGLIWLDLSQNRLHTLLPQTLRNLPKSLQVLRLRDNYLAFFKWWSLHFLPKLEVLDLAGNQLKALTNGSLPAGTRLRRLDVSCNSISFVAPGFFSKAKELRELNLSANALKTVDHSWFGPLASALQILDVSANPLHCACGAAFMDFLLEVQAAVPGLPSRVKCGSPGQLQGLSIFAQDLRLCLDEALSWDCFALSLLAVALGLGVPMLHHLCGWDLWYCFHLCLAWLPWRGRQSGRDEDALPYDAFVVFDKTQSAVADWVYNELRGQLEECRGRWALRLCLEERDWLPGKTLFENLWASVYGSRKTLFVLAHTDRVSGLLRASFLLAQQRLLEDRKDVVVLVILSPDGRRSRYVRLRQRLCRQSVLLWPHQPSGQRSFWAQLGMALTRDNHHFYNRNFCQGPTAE
# Exocytosis inh = lytic granule exocytosis inhibition. TALL-104 LAMP-1 surface exposure, flow cytometry; cells stimulated with thapsigargin and PMA. inhibition, % at 10 µM. 360,000 compounds, 0.66% hits. AID 651702;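 active = inhibition above about 55%, limit read from the data; inconclusive = no clear call, values can overlap the other calls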
# Vif imaging = inhibitors of HIV Vif; HEK293T cells, Vif self-association by quenched fluorescence, imaging, 24 h; inhibition, % at 7.49 µM; 340,000 compounds, 0.35% hits; AID 602346; in the data active = inhibition above about 50%, passing the limit was not always enough; inconclusive = no clear call, values can overlap the other calls; inactive = below about 31%; also: some results filed as inactive read as strong as hits
# aDG glyco up = alpha-DG glycosylation activation. AID 624168. activation, % at 10 µM. 360,000 compounds, 0.22% hits. Pro5-aDG cells, alpha-DG glycosylation AlphaScreen (IIH6); 0% Pro5, 100% B10-LARGE cell signal;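 active = activation of at least 8% versus controls, or a plate z-score of at least 8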;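 also: Pro5 are CHO cells carrying HIG-tagged alpha-DG that lacks glycosylation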
# NOD2 RIPK2 PPI = NOD2-RIPK2 protein interaction inhibition | O43353 | CHO BLA complementation NOD2-RIPK2, CCF4 ratio | inhibition, % at 4.98 µM | 360,000 compounds, 0.38% hits | AID 624267; in the data active = inhibition above about 21%;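 also: 0% = vehicle only and 100% = reference blocker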
# MC4R antagonist = blocks human MC4R cAMP signaling; MC4R-expressing cells, MTII-stimulated cAMP, LANCE TR-FRET; inhibition, % at 6.5 µM; 360,000 compounds, 0.48% hits; AID 540295;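 active = inhibition above its plate's cutoff, the mean of tested wells on that plate plus 3 SD, cut at about 29% in these data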;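 also: 0% = Melanotan II alone and 100% = Melanotan II plus saturating MCL0020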
#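 System – human MC4R-expressing U2OS cells · Also added – Melanotan II · Dosing – one concentration, 6.5 µM nominal · Timing – 30-min compound, 1-h challenge, 1-h detection, room temperature · Measured by – Eu-cAMP/anti-cAMP TR-FRET, emission 671 nm · Replicates – singlicate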
# Glyco luc inh = blocks N-linked glycosylation in D54 reporter cells; D54 ERlucT glycosylation luciferase reporter, 24 h; percent of 100 nM tunicamycin response; 360,000 compounds, 0.23% hits; reporter increase, % at 12.5 µM;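 active = mean luciferase reporter signal, scaled so untreated is 0 and the glycosylation-blocking control 100, at or above a set limit in every replicate; inconclusive = mean reaches the limit but not every replicate does; inactive = mean below the limit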;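 also: luciferase carries N-glycosylation sites so blocking glycosylation raises the light; 0% = median of neutral control wells and 100% = median of 100 nM tunicamycin wells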
# ABCB6 inh 2 = human ABCB6 transporter inhibition | Q9NP58 | K562-ABCB6 porphyrin accumulation, flow cytometry, 1 h; stronger effect = lower value | fluorescence ratio to DMSO, % at 10 µM | 360,000 compounds, 0.19% hits | AID 602162;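 active = fluorescence ratio to DMSO below 75%, the collection mean minus 3 SD; inconclusive = too few cells collected in the well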;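 also: signal is porphyrin accumulated inside mitochondria; 100% equals median channel fluorescence of DMSO control wells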
# ABHD5-PLIN5 inh = inhibitors of human ABHD5-perilipin-5 interaction; Split G. princeps luciferase complementation, luminescence, 4 h; inhibition, % at 4 µM; 360,000 compounds, 0.78% hits; Q00G26+Q8WTS1; AID 602281;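 active = inhibition above the mean inhibition across every tested compound plus 3 SD, cut at about 22% in these data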;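 also: 0% = DMSO only wells and the 100% control is not disclosed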
# Starred values were filed as active, the others as inactive; i = inactive; u = inconclusive; x = no result given. Only part of the results is shown. The share of hits here may be higher or lower than overall.
SMILES,MC4R barr agon,TLR9-MyD88 block,Exocytosis inh,Vif imaging,aDG glyco up,NOD2 RIPK2 PPI,MC4R antagonist,Glyco luc inh,ABCB6 inh 2,ABHD5-PLIN5 inh
CC(=O)Nc1ccc(NC(=O)CCOc2cc(C)ccc2C)cc1,-1.8,-2.3,-14.7,9.3,0.0,-11.8,2.6,0.3,99.0,1.8
Cc1ccc(CCNc2ncnc(Cl)c2N)cc1,0.5,-8.9,1.0,-4.4,4.1,7.6,9.4,-0.3,95.0,2.5
Cc1cccc(C)c1NC(=O)C(C1CC1)n1c(=O)c(-c2ccccc2)nc2ccccc21 (configuration not stated),x,x,1.3,x,0.2,8.4,x,x,x,3.2
C(=N\N1CCN(C2c3ccccc3-c3ccccc32)CC1)/c1ccccn1,-1.5,4.0,10.4,-9.8,0.1,3.1,5.4,-4.0,104.0,-1.8
Cc1cccc(N/N=C/c2ccncc2)c1,-0.3,-0.5,5.6,1.3,-0.1,0.3,-1.3,2.5,102.0,-5.6
O=C(Nc1ccc(N2CCCC2)cc1)c1cccc(Cl)c1Cl,5.2,-2.2,-0.5,-3.9,0.1,8.1,-7.7,0.9,101.0,0.6
Cn1c(CCN2CCN(c3ccccn3)CC2)nc2cc(NS(=O)(=O)c3ccc(Cl)cc3)ccc21,-1.3,10.8,0.5,-2.3,-0.2,-3.9,6.9,-6.7,98.0,11.8
CCOCCc1nnc(NC(=O)CS(=O)(=O)c2ccc(C)cc2)s1,1.3,3.3,-2.3,12.2,-0.2,-6.3,0.9,3.5,92.0,1.0
Cc1cc(=O)oc2cc(O[C@@H]3O[C@H](CO)[C@H](O)[C@H](O)[C@H]3O)ccc12,-0.1,-5.4,-3.9,3.1,0.1,-2.1,20.9,-0.2,97.0,3.2
CCOC(=O)C1CCCCN1Cc1cc(OC)ccc1OC (configuration not stated),-3.9,-9.9,-1.6,0.1,0.1,0.9,-1.6,0.7,97.0,3.5
O=S(=O)(Nc1ccc2nc(N3CCOCC3)sc2c1)c1ccccc1,-2.8,-0.3,-2.7,-3.0,-0.2,-6.8,-3.0,-2.3,104.0,-1.4
CCN(CC)c1nc2ccccc2c(N)c1-c1ccccc1,-1.0,3.8,0.8,15.3,2.0,3.9,3.2,1.8,94.0,-3.1
Cc1ccc(N(Cc2cc(=O)[nH]c3ccccc23)C(=O)c2ccco2)cc1,-0.1,-5.1,-1.4,-7.2,-0.7,-3.6,13.1,-2.7,105.0,14.8
CCSc1nc2ccc(N3C(=O)C4C5C=CC(C5)C4C3=O)cc2s1 (configuration not stated),0.1,-3.1,5.1,-4.1,0.0,-2.1,23.6,-1.3,99.0,1.1
CC1(C)CC(=O)c2c(n(-c3cccc4ccccc34)ccc2=O)C1,-1.3,0.8,-0.3,-0.8,0.1,4.3,0.7,2.1,90.0,-4.2
O=C(Nc1ccc(-n2cccn2)cc1)C1CCN(Cc2ccsc2)CC1,-2.1,-5.5,1.1,-7.7,-0.1,0.6,3.4,-4.9,97.0,4.6
CCn1c(SCC(=O)Nc2cccc(NC(C)=O)c2)nnc1C(C)C,-1.8,-4.7,2.0,-0.6,-0.2,-4.9,-3.4,0.5,93.0,0.0
CCOC(=O)N1CCN(C(=O)/C=C/c2ccc(OC)c(OC)c2)CC1,1.5,-2.2,-10.9,-3.2,0.0,4.3,9.4,1.2,103.0,-6.2
O=C(Cc1ccc(Br)cc1)NCCCn1ccnc1,-0.3,-12.6,-2.6,10.3,-0.1,-7.3,-2.4,0.4,95.0,1.3
CC1=NN(C(=O)c2cccc(Cn3nc(C)c([N+](=O)[O-])c3C)c2)C(O)(C(F)(F)F)C1 (configuration not stated),0.3,-7.1,0.8,31.9,0.1,0.1,1.1,1.1,107.0,2.1
Cc1nc2nc(SCc3ccccc3)[nH]n2c(=O)c1CCC(C)C,-1.2,4.7,8.6,u,0.6,-11.3,6.5,-0.4,99.0,-0.2
C/C(=N\NC(=O)c1ccc(O)cc1)c1cccc(NC(=O)c2ccccc2C)c1,-3.8,-1.7,-19.6,-2.6,-0.3,-3.9,0.3,3.7,99.0,-0.4
O=C(O)c1cc(S(=O)(=O)N2CCOCC2)ccc1N1CCOCC1,-1.9,11.9,-2.7,23.6,-0.2,1.3,1.1,0.9,94.0,-2.3
COc1ccc2nc3sc(C(=O)N4CCN(C)CC4)cc3cc2c1,-1.2,4.5,-0.2,-1.1,0.3,2.1,-0.6,1.9,95.0,7.8
Cc1cccc(CN(C)C)c1CC(O)(c1ccccc1)c1ccccc1,4.5,-24.9,3.8,6.1,0.0,-15.6,9.1,-2.4,89.0,3.8
O=C(CCc1ccccc1)NCCc1cccs1,-2.1,0.1,-0.5,2.5,-0.1,-5.1,-5.6,-1.4,101.0,-1.5
Cc1cccc(NC(=O)CCS(=O)(=O)c2cc3c(cc2Cl)NC(=O)CO3)c1,-1.9,0.9,-8.9,29.8,-0.1,-9.1,6.8,2.1,94.0,-2.5
O=C(Nc1cc(Cl)ccc1-n1cncn1)c1cncc(Br)c1,1.8,1.1,-3.2,-0.2,-0.3,-4.2,9.6,-0.1,97.0,11.1
O=C(Nc1ccncc1)c1cc(-c2ccccn2)nc2ccc(Br)cc12,-0.4,-7.5,0.3,-4.5,-0.3,2.4,0.8,-1.1,91.0,-0.1
O=S(=O)(C/C(=C/CO)S(=O)(=O)c1ccccc1)c1ccccc1,-2.0,2.4,22.2,62.4*,-0.3,18.6,3.0,-11.1,98.0,65.2*
COc1ccc(CCNC(=O)COC(=O)c2cc(Cl)nc(Cl)c2)cc1,-2.0,-3.9,8.7,-4.7,0.0,-9.9,8.0,-1.0,99.0,11.3
Cn1cc(CN2CCN(Cc3ccccc3)CC2)c(-c2cccc(Cl)c2)n1,5.9,-4.2,4.0,-11.3,0.5,0.9,8.3,0.3,107.0,9.2
CCN(CC)C(=O)Oc1nnc(SC(C)C)n1-c1ccc(Cl)cc1,-1.2,4.1,-0.4,4.4,0.0,4.4,15.4,0.1,94.0,1.9
CCc1nnc(NC(=O)c2ccc(-c3ccc(Cl)cc3)o2)s1,1.3,-9.9,-0.3,3.2,-0.1,8.0,-2.0,-0.2,92.0,3.7
CC(C)N1C(=O)C(=O)N(CC(=O)N2c3ccccc3NC(=O)CC2C)C1=O (configuration not stated),0.1,-7.2,5.2,1.0,0.1,-2.6,1.9,-0.5,99.0,5.2
CCOC(=O)C1(Cc2ccccc2Cl)CCN(C(=O)CN2CCOC2=O)CC1,-1.8,-8.0,0.7,11.6,0.8,-10.3,4.1,0.0,88.0,1.1
O=C(CNC(=O)c1ccco1)OCC(=O)c1ccc([N+](=O)[O-])cc1,-1.7,0.6,-10.1,-20.2,0.0,-7.8,3.6,-1.9,97.0,-8.0
CCOC(=O)Cc1csc(SCn2nnc3ccccc3c2=O)n1,1.4,2.0,-1.4,6.3,-0.3,-2.0,8.7,2.4,96.0,-2.1
O=C(COC(=O)Cc1ccccc1F)Nc1ccccc1[N+](=O)[O-],-2.1,3.0,-1.6,-1.3,-0.1,-4.3,9.5,1.1,100.0,5.1
CCC(C(=O)NCc1ccccc1)n1c(-c2cccs2)nc2ccccc21 (configuration not stated),x,x,8.3,x,0.1,-3.2,x,x,x,-7.6
CCN1C(=O)c2cccc3c(S(=O)(=O)NCC4CCCO4)ccc1c23 (configuration not stated),-0.8,9.7,-0.7,-0.3,-0.3,12.2,-9.8,21.8,97.0,-3.2
Cc1ccc(C(=O)N2CCCc3ccccc32)c(F)c1F,-1.5,7.9,4.4,-1.0,-0.1,-11.2,3.2,-2.7,84.0,1.1
C=CCN1C(=O)c2ccc(C(=O)N(CC(C)C)c3c(N)n(CCCC)c(=O)[nH]c3=O)cc2C1=O,-3.1,3.7,-16.5,-1.4,0.1,-0.7,3.8,2.0,97.0,3.1
CCCCCCSc1ccc(-c2nc3cnccn3c2NCCCC)cc1,0.6,22.9*,41.3,i,1.2,24.4*,2.5,-7.4,216.0,-2.4
CC(C)COC(=O)/C(C#N)=C/c1c[nH]c2ccccc12,4.1,3.6,0.6,-4.6,0.1,2.7,4.8,0.9,95.0,-8.4
CCc1cccc(NC(=O)Nc2cccs2)c1,-0.5,2.7,-3.8,10.7,0.3,2.8,2.4,-0.6,x,-8.2
C[C@@H]1COC(=O)[C@@H](CC(=O)OC(C)(C)C)C/C=C\C[C@@H](CC(=O)N(CCO)Cc2ccccc2)C(=O)N1,-1.5,-14.5,-1.8,8.6,0.3,0.5,11.0,0.1,101.0,-8.3
Cc1nn(CC(=O)NC(C)CCc2ccccc2)c(=O)c2nn(-c3ccccc3)c(C)c12 (configuration not stated),-0.3,-1.2,-0.2,-3.8,-0.2,-12.3,9.9,0.9,102.0,-1.4
Cc1cccnc1NC(=O)c1ccc(OCc2c(C)noc2C)cc1,-1.2,-3.2,0.4,9.0,-0.3,0.8,4.8,2.3,96.0,-2.6
CCOc1ccc(-n2c(Cc3cc(=O)[nH]c(=O)[nH]3)nnc2SCC(=O)OC)cc1,-2.5,5.2,0.0,-1.0,-0.2,1.1,-0.6,-0.7,100.0,-6.4
COC(=O)c1nc(NC(=O)c2ccccc2Cl)n[nH]1,0.4,-1.2,-0.1,7.3,-0.1,-4.0,2.9,10.2,101.0,4.9
CNS(=O)(=O)c1cccc(C(=O)NNC(=O)CN(C)S(=O)(=O)c2ccc(Cl)cc2)c1,0.7,-1.1,-6.0,0.9,-0.1,-27.4,21.6,1.0,99.0,1.3
C[C@H]1CN([C@@H](C)CO)C(=O)CCCn2nncc2CO[C@@H]1CN(C)Cc1ccc(Oc2ccccc2)cc1,-0.1,0.5,-3.4,-2.8,0.0,-1.1,1.3,-2.8,97.0,5.9
Cc1ccc(-n2c(C)cc(C=C(C#N)C#N)c2C)cc1,0.7,-5.6,40.4,20.1,0.7,3.6,-15.1,0.3,99.0,10.3
ClC(Cl)(Cl)C1=NCc2nnn(Cc3ccccc3)c2N1,x,x,2.7,x,0.0,-15.9,x,0.8,99.0,6.5
c1ccc2c(c1)COc1c3ncccc3nn1-2,0.2,7.0,13.0,x,0.0,-6.1,2.4,-0.6,96.0,-2.5
CC1CCc2c(sc(NC(=O)c3ccccc3C(=O)O)c2C#N)C1 (configuration not stated),-1.6,6.1,0.4,2.6,-0.2,-1.0,7.9,0.8,99.0,2.2
Cc1ccc2c(c1)C(O)(CC(=O)c1ccc(C)s1)C(=O)N2 (configuration not stated),-2.0,-3.8,-3.3,0.3,0.6,-1.0,-1.6,0.2,127.0,2.1
Cc1cccc(NC(=O)c2ccc(COc3ccccc3[N+](=O)[O-])o2)n1,-0.2,-7.0,16.8,-10.1,0.3,5.5,3.1,-0.8,96.0,2.2
